Source: PubChem BioAssay (Broad Institute)
S100A4 MyoIIA: blocks human S100A4 binding to myosin IIA peptide; inhibition, % at 10.7 µM; S100A4/TAMRA-MyoIIA peptide fluorescence polarization; P26447; actives 0.14% (n = 360,000); AID 652163;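 active = mean inhibition of at least 70% across replicates, with every replicate also reaching that level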
Target sequence (P26447 whole entry, looked up): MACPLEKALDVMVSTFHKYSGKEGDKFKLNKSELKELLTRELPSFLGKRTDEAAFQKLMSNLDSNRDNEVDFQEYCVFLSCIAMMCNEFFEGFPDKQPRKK
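Test system – S100A4 monomer (human) · Compound – single-point compound testing · Schedule – 5 min incubation before reading · Probe or stimulus – TAMRA-labelled myosin IIA heavy-chain peptide probe, 5 nM · Benchmarks – neutral control DMSO, positive control TFP · Medium – Calcium-containing HEPES buffer, pH 7.2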
RAD52 anneal inh: RAD52 (human) annealing inhibition | P43351 | recombinant RAD52 DNA annealing, FRET fluorescence | inhibition, % at 18.7 µM | actives 0.46% (n = 360,000) | AID 651710;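 active = every replicate showing at least 50% inhibition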
EWS-Fli block: blocks EWS/Fli oncoprotein-driven transcription; A673 NR0B1-luciferase reporter, viability-normalised; inhibition, % at 12.6 µM; actives 0.67% (n = 350,000); AID 651661;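 active = mean inhibition of at least 50% after viability correction, with every replicate also passing that limit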;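 also: firefly luciferase signal divided by Alamar Blue viability fluorescence both relative to DMSO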
esBAF inh: blocks esBAF chromatin remodeling in mouse ES cells; Bmi1-luciferase knock-in reporter, 24 h; 100% = twice the neutral-well signal; reporter increase, % at 12.5 µM; actives 2% (n = 350,000); AID 602393; in the data active = activation above about 40%;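 also: 0% = median of the plate's neutral control wells and 100% = double that signal; a rise in the Bmi1 reporter signal indicates esBAF inhibition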
RAD54 branch: RAD54 (human) branch migration inhibition; Q92698; RAD54 Holliday junction branch migration, FAM/BHQ fluorescence; inhibition, % at 10.4 µM; actives 0.14% (n = 360,000); AID 602329;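 active = mean normalized replicate activity at least 40 and at least half of replicates scoring 40 or more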;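 also: 0% = median of neutral control wells and 100% = median of positive control wells; inhibitors cause a drop in the FAM fluorescence signal; in these data hits start at about 50%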
Xi reactivation: X-chromosome reactivation activator. XiGFP mouse fibroblasts, % GFP-positive cells imaging, 3 d; cells co-treated with 5-aza-dC sensitizer; scaled so ellipticine positive control = 100%. activation, % at 7.58 µM. actives 0.055% (n = 360,000). AID 743238;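 active = mean normalized replicate activation at least 10% and every replicate at or above 10%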;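 also: 0% = median of on-plate neutral control wells and 100% = ellipticine 6 µM median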
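Material: SV40-immortalized XiGFP fibroblast cells, line 68-5-11 | Buffer or medium: DMEM containing 5-aza-dC | Dosing: One concentration, pinned | Times: 3 d treatment, 15 min room-temperature fixation | Controls: Ellipticine 6 µM positive control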
FN deposition inh: fibronectin deposition inhibition. AH1F fibroblasts, Alexa488-fibronectin deposition fluorescence, overnight. inhibition, % at 12.6 µM. actives 0.086% (n = 350,000);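 active = mean inhibition across replicates of 30% or more, regardless of how many single replicates reach that level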;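 also: positive control wells lacked labelled fibronectin entirely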
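Material – AH1F fibroblast monolayer, labelled fibronectin deposition · Reagent – labelled fibronectin 24 nM · Timing – 1 h adhesion, overnight exposure · Measured by – fluorescence at 485 nm excitation, 525 nm emission · Read-out – inhibition of fibronectin deposition signal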
E-sel inducer: induces E-selectin expression in human endothelial cells | P16581 | HUVEC E-selectin immunofluorescence imaging; normalized: neutral wells 0, TNF-alpha wells 100 | activation, % at 7.58 µM | actives 0.37% (n = 260,000);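 active = mean E-selectin-positive cell signal at least 10% of the positive control, reached in at least 60% of replicates, without over 20% cell loss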;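 also: in these data hits start at about 27%; measured in HUVEC primary endothelial cells; signal is the percent of cells scored E-selectin positive by PE staining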
Target sequence (P16581 whole entry, looked up): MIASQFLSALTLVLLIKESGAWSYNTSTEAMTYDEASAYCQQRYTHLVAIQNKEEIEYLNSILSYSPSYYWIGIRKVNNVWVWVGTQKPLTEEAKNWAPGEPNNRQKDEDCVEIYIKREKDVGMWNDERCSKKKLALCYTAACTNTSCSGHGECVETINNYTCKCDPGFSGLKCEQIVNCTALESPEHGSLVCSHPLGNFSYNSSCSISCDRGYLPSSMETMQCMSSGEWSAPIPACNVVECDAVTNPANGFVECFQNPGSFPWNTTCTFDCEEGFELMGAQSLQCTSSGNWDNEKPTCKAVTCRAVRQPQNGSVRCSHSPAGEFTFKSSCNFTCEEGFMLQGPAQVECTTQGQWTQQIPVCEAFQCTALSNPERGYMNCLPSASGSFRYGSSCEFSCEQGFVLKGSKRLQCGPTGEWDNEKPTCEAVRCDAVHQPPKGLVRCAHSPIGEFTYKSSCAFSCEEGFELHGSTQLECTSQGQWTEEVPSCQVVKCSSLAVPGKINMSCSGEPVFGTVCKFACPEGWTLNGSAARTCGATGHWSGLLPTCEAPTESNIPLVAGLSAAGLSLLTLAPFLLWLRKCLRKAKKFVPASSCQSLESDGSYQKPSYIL
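Assay system: HUVEC primary endothelial cells. Input: 3,000 HUVEC seeded per well. Doses: one compound dose added by pin transfer. Read-out basis: % PE-positive cells. Benchmarks: TNF-alpha high, DMSO low. Detection: immunofluorescence imaging. Buffer or medium: EGM-2, gelatin.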
* hit, by the source's call; · = not tested or not shown; & = joins results of further samples.

1) CCS(=O)(=O)N1[C@H](CO)[C@@H](c2ccc(-c3cccc(F)c3)cc2)[C@@H]1C#N
2) CNC[C@@H]1OCc2cnnn2CCCC(=O)N([C@H](C)CO)C[C@H]1C
3) CCNC(=O)C[C@H]1CC[C@@H]2[C@H](COc3ccc(NC(=O)Cc4cccs4)cc3C(=O)N2C)O1
4) NC(=O)Cc1ccc(C(=O)c2ccc(F)cc2)s1
5) C/C=C/c1ccccc1[C@@H]1[C@@H](C#N)N(C(=O)CN2CCOCC2)[C@H]1CO
6) Cc1c(-c2ccc(Br)cc2)[n+](=O)c2c(n1[O-])CCCCC2
7) CC=Cc1ccc2n(c1=O)C[C@H]1[C@H](CO)[C@@H](C(=O)NCCC)N(Cc3ccccn3)[C@@H]21 (mixture of isomers)
8) CN(C)c1ccc(-c2nnn(CC(=O)Nc3ccccc3N3CCOCC3)n2)cc1
9) COc1cccc(NC(=O)N(C)C[C@@H]2Oc3ncc(C#Cc4cccnc4)cc3C(=O)N([C@H](C)CO)C[C@H]2C)c1
10) C[C@H]1CN([C@@H](C)CO)C(=O)c2cc(C3=CCCCC3)cnc2O[C@H]1CN(C)C(=O)c1ccccc1
assay / compound,1,2,3,4,5,6,7,8,9,10
EWS-Fli block,-3,0&6&0,-9,-22,0,1,1,6,4,-3
E-sel inducer,-0.4,-0.1&-0.4,-0.1,·,-0.1,0.7,-0.4,·,·,0.2
RAD52 anneal inh,-3,-4&2,-2,-14,-5,-8,-67,-14,-5,4
RAD54 branch,8,8,-7,·,·,1,-5,18,7,·
FN deposition inh,5,2&2,-3,13,-6,-3,·,·,·,-21
S100A4 MyoIIA,3,-4&1,13,-2,1,3,19,-1,-3,4
Xi reactivation,-0.1,0.0&-0.1,-0.1,0.0,0.0,0.1,0.6,·,0.5,-1.1
esBAF inh,3,-1&3&-2,0,9,·,·,-1,-2,3,·

11) CC(C)c1ccc(CC(=O)N2CCC2(C)C(=O)Nc2ccccc2)cc1 (stereo not given)
12) O=C(CN1CCOCC1)N[C@@H]1CC[C@H](CCNC(=O)C2CCCCC2)O[C@H]1CO
13) OC(c1ccc(F)cc1)c1ncc(-c2cccc(C(F)(F)F)c2)[nH]1 (stereo not given)
14) COc1ccccc1N1CCN(CC(=O)NCc2ccc(Cl)cc2)CC1
15) CCS(=O)(=O)Nc1ccc2c(c1)C(=O)N(C)[C@@H]1CC[C@@H](CC(=O)NC)O[C@@H]1CO2
16) CN(Cc1ccc(OCC(O)CN(C)Cc2ccccc2)cc1)Cc1nccn1C (stereo not given)
17) Cc1ccc(C(C(=O)NCC2CCCO2)N(C(=O)c2snc(C(N)=O)c2N)c2ccc(F)cc2)o1 (stereo not given)
18) COc1ccc(-c2cc(C(=O)N/N=C/c3cc(OC)c(OC)cc3OC)c3ccccc3n2)cc1
19) O=C(CCC(=O)Nc1ccccc1)N/N=C/c1ccco1
20) COC(=O)c1cc(COC(=O)CNC(=O)c2cccc(C)c2)oc1C
assay / compound,11,12,13,14,15,16,17,18,19,20
EWS-Fli block,4,-1,2,7,2,5,-8,-4,7,-1
E-sel inducer,0.2,-0.5,-0.3,·,0.0,·,1.8,1.4,·,-0.5
RAD52 anneal inh,-12,-2,-6,-2,-9,8,-14,-6,-6,2
RAD54 branch,-19,-4,2,-3,-7,3,-5,-5,-5,6
FN deposition inh,-3,-5,·,9,2,0,4,1,·,-3
S100A4 MyoIIA,0,-3,6,3,67,-1,0,-4,-3,3
Xi reactivation,-0.1,0.0,0.4,-0.1,-0.1,-0.2,0.3,0.1,·,0.1
esBAF inh,-2,-2,4,-8,0,-8,6,·,4,-3

Results in sequence from the entries so far:
RAD52 anneal inh, compounds 4 to 13 → -14, -5, -8, -67, -14, -5, 4, -12, -2, -6

(further entries)
21) Cc1cc(C)n2nc(C(=O)NCc3ccco3)cc2n1
22) CCOC(=O)N(C)C[C@@H]1OCc2ccccc2-c2c(n(C)c3ccccc23)C(=O)N([C@H](C)CO)C[C@@H]1C
23) C[C@@H]1CCCCO[C@H](CN(C)Cc2ccc(C(F)(F)F)cc2)[C@H](C)CN([C@@H](C)CO)C(=O)c2cc(NC(=O)Nc3ccc(C(F)(F)F)cc3)ccc2O1
24) COc1ccc(NS(=O)(=O)c2cccc(C(=O)NCC(c3ccco3)N3CCCC3)c2)cc1 (stereo not given)
25) COC(=O)c1nc(NC(=O)c2ccc(F)cc2)n[nH]1
26) Cc1cc(C)c(C(=O)CSc2nc3ccccc3c(=O)[nH]2)cc1C
27) COc1ccc(S(=O)(=O)Nc2cccc3c2O[C@H](CN(C)Cc2ccc(Oc4ccccc4)cc2)[C@H](C)CN([C@@H](C)CO)C3=O)cc1
28) O=C(OCc1ccccc1)N1CCC2CC1c1c(Cl)cccc12 (stereo not given)
29) COc1cc(C(=O)NCC2CCCO2)ccc1OCc1ccccc1 (stereo not given)
30) O=C(NCCCl)NNC(=O)c1cc2ccccc2cc1O
assay / compound,21,22,23,24,25,26,27,28,29,30
EWS-Fli block,-3,2,-29,2,7,-1,3,-1,-11,7
E-sel inducer,-0.1,-0.5,0.1,0.0,·,0.9,-0.2,0.2,-0.3,2.6
RAD52 anneal inh,-8,2,·,12,0,-15,-11,-12,-14,-1
RAD54 branch,-14,4,10,·,·,·,-5,-23,-3,·
FN deposition inh,-8,0,5,8,·,-10,·,3,1,2
S100A4 MyoIIA,-1,7,·,-3,-9,4,6,29,-2,-3
Xi reactivation,0.6,0.4,0.1,0.0,0.1,0.0,0.0,0.1,0.1,0.0
esBAF inh,·,11,-4,·,·,·,-1,-2,2,·

Brought forward from above: four compounds, followed by the next part.
27) COc1ccc(S(=O)(=O)Nc2cccc3c2O[C@H](CN(C)Cc2ccc(Oc4ccccc4)cc2)[C@H](C)CN([C@@H](C)CO)C3=O)cc1
28) O=C(OCc1ccccc1)N1CCC2CC1c1c(Cl)cccc12 (stereo not given)
29) COc1cc(C(=O)NCC2CCCO2)ccc1OCc1ccccc1 (stereo not given)
30) O=C(NCCCl)NNC(=O)c1cc2ccccc2cc1O
31) CCOc1ccc(C(=O)c2nc3c(n2O)CCCCC3)cc1
32) COc1ccc(CN(C)C[C@@H]2Oc3c(NC(=O)C4CCCCC4)cccc3C(=O)N([C@H](C)CO)C[C@H]2C)cc1
33) O=C(NCc1ccccc1)c1cccc(S(=O)(=O)N2CCCCC2)c1
34) O=C(C[C@@H]1CC[C@H](NC(=O)c2ccc(F)cc2)[C@@H](CO)O1)NCCc1ccncc1
35) Cc1ccccc1CN(C)C[C@H]1OCc2cnnn2CCCC(=O)N([C@@H](C)CO)C[C@@H]1C
36) C/C(=C\C(=O)c1ccc(Cl)cc1Cl)N(C)C
37) COC(C[C@H]1O[C@@H]1[C@H](O)[C@H](C)OCc1ccccc1)OC
38) O=C1CCC(=O)N1CC1CC2CCC1C2 (stereo not given)
39) COc1ccc(NC(=O)N2CCCc3cccc(C)c32)cc1
40) C[C@@H](NC(=O)Cn1ccc(N)nc1=O)c1cccc2ccccc12
assay / compound,27,28,29,30,31,32,33,34,35,36,37,38,39,40
EWS-Fli block,3,-1,-11,7,·,-3,8,-8,-8&-3,-12,-2,63*,-5,-5
E-sel inducer,-0.2,0.2,-0.3,2.6,·,1.0,·,0.0,0.0,·,0.2,0.3,-0.2,0.1
RAD52 anneal inh,-11,-12,-14,-1,-2,16,-19,-3,5&11,-1,0,-6,-7,-2
RAD54 branch,-5,-23,-3,·,-2,-8,-5,-4,-2&-1,·,5,-6,3,-3
FN deposition inh,·,3,1,2,·,·,10,·,-2,-6,-3,2,-2,-12
S100A4 MyoIIA,6,29,-2,-3,1,43,1,-5,-2&5,-2,-3,6,-5,1
Xi reactivation,0.0,0.1,0.1,0.0,·,0.2,0.2,-0.7,0.1,0.0,1.4,0.0,0.2,0.6
esBAF inh,-1,-2,2,·,5,-5,-6,-5,-4&3,·,·,-6,-1,-2

41) CCCC#Cc1cnc2c(c1)C(=O)N([C@H](C)CO)C[C@@H](C)[C@H](CN(C)C)O2
42) CCOc1ccc2nc(SCC(=O)Nc3ccc(S(=O)(=O)N4CCCC4)cc3)c(C)cc2c1
43) COc1cc(OCc2ccccc2)c(OC)c(OCc2ccccc2)c1
44) COC(=O)Nc1ccc(S(=O)(=O)N2CCC(C(=O)NC3CCCCC3)CC2)cc1
45) CC1CCCCC12NC(=O)N(CC(=O)Nc1ccc(Cl)c(S(=O)(=O)N3CCOCC3)c1)C2=O (stereo not given)
46) Cc1ccc(NC(=O)C2(c3ccccc3)CCOCC2)c([N+](=O)[O-])c1
47) COc1ccccc1/C=C\C(=O)NCC(=O)N/N=C(\C)Cc1ccccc1
48) CC(=O)Nc1ccccc1OCCOc1ccc(Br)cc1
49) CCOc1ccc(CC(=O)N/N=C(\C)c2cccnc2)cc1
assay / compound,41,42,43,44,45,46,47,48,49
EWS-Fli block,-11,-4,-13,-7,12,-1,0,38,·
E-sel inducer,-0.3,-0.1,-0.1,0.6,-1.5,-2.0,0.7,·,0.0
RAD52 anneal inh,15,-8,-2,4,-6,3,-4,-7,10
RAD54 branch,-8,4,-4,14,·,·,·,·,2
FN deposition inh,-6,7,2,-1,7,-10,1,·,·
S100A4 MyoIIA,7,1,1,-2,-2,-5,-3,-9,6
Xi reactivation,-1.1,0.4,-0.1,0.1,0.0,-0.1,0.1,0.0,0.1
esBAF inh,-3,2,·,·,·,·,·,·,-21

One compound at a time (already shown):
`CCS(=O)(=O)Nc1ccc2c(c1)C(=O)N(C)[C@@H]1CC[C@@H](CC(=O)NC)O[C@@H]1CO2` in the list: EWS-Fli block = 2; E-sel inducer = 0.0; RAD52 anneal inh = -9; RAD54 branch = -7; FN deposition inh = 2; S100A4 MyoIIA = 67; Xi reactivation = -0.1; esBAF inh = 0
`COC(C[C@H]1O[C@@H]1[C@H](O)[C@H](C)OCc1ccccc1)OC` in the list: EWS-Fli block = -2; E-sel inducer = 0.2; RAD52 anneal inh = 0; RAD54 branch = 5; FN deposition inh = -3; S100A4 MyoIIA = -3; Xi reactivation = 1.4; esBAF inh = ·
